Screens as filed in PubChem BioAssay.
DRD3 agonist = qHTS of D3 Dopamine Receptor Agonist: qHTS; 410,000 tested, 0.58% active; D(3) dopamine receptor (Homo sapiens), P35462; D3R DiscoveRx beta-arrestin cells, luminescence, 90 min; max activation, %; AID 652048, 2013; in the data active means max activation above about 30%; further: 0% is about no effect; mostly tested at two doses, the higher about 12 µM
Target sequence (P35462 whole entry, looked up): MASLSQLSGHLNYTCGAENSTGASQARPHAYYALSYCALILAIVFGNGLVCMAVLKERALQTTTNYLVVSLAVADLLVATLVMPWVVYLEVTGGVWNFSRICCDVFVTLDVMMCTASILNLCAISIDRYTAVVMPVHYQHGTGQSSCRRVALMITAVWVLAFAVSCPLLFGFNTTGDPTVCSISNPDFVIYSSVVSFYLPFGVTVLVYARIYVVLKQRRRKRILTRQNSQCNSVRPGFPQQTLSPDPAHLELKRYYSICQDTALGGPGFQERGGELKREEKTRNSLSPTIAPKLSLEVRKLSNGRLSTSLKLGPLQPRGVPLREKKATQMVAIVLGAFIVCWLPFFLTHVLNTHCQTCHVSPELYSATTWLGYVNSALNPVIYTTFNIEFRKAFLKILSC
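Agonist-mode cell screen: cells plated at 1500/well and incubated overnight at 37 °C, then exposed to library compounds for 90 min at 37 °C. Detection reagent was added for 30–60 min at room temperature, and luminescence was read.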
aSyn rescue = qHTS of alpha-syn Inhibitors. Yeast expressing alpha-synuclein, growth rescue, BacTiter-Glo, 24 h. Potency, µM (titrated, usually from 46.1 µM), for inactives: at the highest dose growth rescue (activation), most hits filed as activators. 370,000 tested, 0.14% active. AID 652106, 2013; further: potency means the concentration at half of the fitted maximal effect; % of control where 0% means no effect; nearly all actives have a fitted effect of over 65% in size
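Screening used galactose-induced yeast with toxic alpha-synuclein levels, exposed to compound for 24 hr at 30 deg C. Cell growth, read with BacTiter-Glo luminescence, gave the measured signal.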
D3 antag = qHTS of D3 Dopamine Receptor Antagonist: qHTS; D(3) dopamine receptor (Homo sapiens), P35462; D3R cells, DiscoveRx beta-arrestin luminescence, antagonist mode; stronger effect = lower value; max response, negative = inhibition, %; 360,000 tested, 2.5% active; AID 652054, 2013; in the data active means max response below about -50%; inconclusive means no clear call, values can overlap the other calls; further: on the % scale 0 is the no-effect control and ±100 the full control effect; mostly tested at two doses, the higher about 12 µM
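Cells expressing the human receptor were seeded at 1500 cells/well, incubated overnight at 37 degrees C in 5% CO2, then exposed to library compounds with dopamine controls for 90 minutes at 37 degrees C before luminescent detection.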
EPAC2 agonist = qHTS for Agonist of cAMP-regulated guanine nucleotide exchange factor 4 (EPAC2): primary screen. Rap guanine nucleotide exchange factor 4 (Homo sapiens), Q8WZA2. EPAC2 activation, biochemical qHTS; response scale: 100% = 6.5 mM cAMP response. Potency, µM (highest dose often 154 µM), inactives show at the highest dose activation, actives largely listed as activators. 360,000 tested, 0.079% active. AID 720711, 2013; further: potency means the concentration at half of the fitted maximal effect; nearly all actives have a fitted effect of over 50% in size
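Compounds were titrated in qHTS against a Rap1B-BODIPY-GDP (250 nM) complex with EPAC2 (100 nM) and GDP (50 uM). BODIPY-GDP release tracked at 480/540 nm over 30 min at room temperature, normalized to 6.5 mM cAMP.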
TDP43 rescue = qHTS of TDP-43 Inhibitors. Potency, µM (titrated, usually from 46.1 µM), for inactives: top-dose growth rescue (activation), actives largely listed as activators. TDP-43 expressing yeast growth rescue, BacTiter-Glo, 24 h. 410,000 tested, 1.8% active. AID 652104, 2013; further: potency means the concentration at half of the fitted maximal effect; % of control where 0% means no effect; nearly all actives have a fitted effect of over 50% in size
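Yeast cells expressing TDP-43 under galactose induction are exposed to compounds for 24 hr at 30 deg C. BacTiter-Glo luminescence measures growth, so protective compounds score as activators.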
FUS yeast rescue = qHTS for Suppressors of FUS Proteinopathy: Primary screen using FUS-linked yeast assay; S. cerevisiae FUS-expressing, growth rescue, OD600, 24 h; Potency, µM (series often up to 76.6 µM), inactives show at the top dose growth rescue (activation), hits mostly activators; 390,000 tested, 0.24% active; AID 1347120, 2019;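 further: potency means the concentration at half of the fitted maximal effect; plate controls were DMSO vehicle for no effect and reference control for full effect; nearly all actives have a fitted effect of over 55% in size; some results filed as inactive show a strong effect at the top dose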
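Quantitative HTS measuring growth restoration of FUS-toxic yeast. Galactose-induced cells (OD 0.005) were exposed 24hr at 30C to compounds at several concentrations, then absorbance at 600 nm was recorded.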
EPAC2 antag = qHTS for Antagonist of cAMP-regulated guanine nucleotide exchange factor 2 (EPAC2): primary screen; EPAC2 GEF exchange of Rap1B-BODIPY-GDP, fluorescence; Potency, µM (highest dose often 114 µM), for inactives: at the highest dose activity, negative = inhibition, most hits filed as inhibitors; 360,000 tested, 0.18% active; AID 720708, 2013; further: potency means the concentration at half of the fitted maximal effect; on the % scale 0 is the no-effect control and ±100 the full control effect; nearly all actives have a fitted effect of over 45% in size; many of its hits are not listed in these tables
Abeta yeast res = qHTS for compounds that reverse cellular toxicity of Amyloid beta (A-beta) peptide in yeast: Primary Screen. yeast expressing A-beta42, growth rescue, OD600, 48 h; response scale: 0% DMSO, 100% iron-clioquinol control. Potency, µM (top dose mostly 46.1 µM), for inactives: at the top dose growth rescue, most hits filed as activators. 410,000 tested, 0.063% active; further: potency means the concentration at half of the fitted maximal effect; nearly all actives have a fitted effect of over 55% in size
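Yeast A-beta toxicity model in growth medium with pinned compounds, 48 h at 30 C; growth read as absorbance at 600 nm. Normalized to FeCl3/clioquinol equimolar mix (positive) and DMSO (negative).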
* hit, by the source's call; u = inconclusive; x = not tested or not shown; & = joins results of further samples; [ ] = remark or other dose. Unless noted, the call rests on the fitted dose curve; in most records, active means well fitted curve in the direction sought with a large enough effect; inconclusive means small, poorly fitted or top-dose-only effect, or another doubt; inactive means no such curve, though single readings can be large; an effect the other way counts as inactive or inconclusive.

Compound,DRD3 agonist,aSyn rescue,D3 antag,EPAC2 agonist,TDP43 rescue,FUS yeast rescue,EPAC2 antag,Abeta yeast res
C=CCN1C(=O)C(Cc2ccc(OCC)cc2)S/C1=N\N=C\c1cccs1 (stereo unspecified),3,-14%,19,0%,-3%,-10%,-3%,17%
Cn1cc(CN(C(=O)Nc2ccc(Cl)c(Cl)c2)C2CCCCC2)c2ccccc21,-2,x,x,x,15%,18%,x,-5%
CC(/C=N/NC(=O)c1ccccc1F)=C\c1ccccc1,-12,1%,-3,20%,22%,1%,-10%,10%
CC(C)(C)C(=O)NC1(C(F)(F)F)NC(=O)N(c2ccc(F)cc2)C1=O (stereo unspecified),1&-8,3%,11,-3%,13%&24%,-6%&-6%,-2%,-1%&-12%
c1ccc(-c2nnc(SCc3nnc(-c4cccs4)o3)o2)cc1,-12,11%,0,0%,5%,-11%,-11%,-12%
O=C(Nc1ccc(F)cc1)c1nc2c(nnn2Cc2cccc3ccccc23)c(=O)[nH]1,-1,-5%,u,-9%,-8%,20%,-16%,-15%
Cc1nn2cc(-c3ccc(Cl)cc3)cnc2c1Cl,5,-9%,-1,5%,-13%,5%,-9%,12%
CCOc1cc(/C=N/NC(=O)Cn2nc([N+](=O)[O-])cc2C)cc(Br)c1OCc1ccccc1C,1,7%,11,1%,0%,u,-5%,2%

Some of the entries so far, with two lines to a compound:
Below each SMILES – DRD3 agonist, aSyn rescue, D3 antag, EPAC2 agonist, TDP43 rescue, FUS yeast rescue, EPAC2 antag, Abeta yeast res
O=C(Nc1ccc(F)cc1)c1nc2c(nnn2Cc2cccc3ccccc23)c(=O)[nH]1
 : -1, -5%, u, -9%, -8%, 20%, -16%, -15%
Cc1nn2cc(-c3ccc(Cl)cc3)cnc2c1Cl
 : 5, -9%, -1, 5%, -13%, 5%, -9%, 12%

Next section
Compound,DRD3 agonist,aSyn rescue,D3 antag,EPAC2 agonist,TDP43 rescue,FUS yeast rescue,EPAC2 antag,Abeta yeast res
COc1ccc(CN2C(=O)CSCC2(C)C(=O)NCc2ccccc2)cc1 (stereo unspecified),6,0%,2,2%,-1%,-2%,1%,-3%
COCCn1c(SCC(=O)Nc2cccc(NC(C)=O)c2)nc2c([nH]c3ccccc32)c1=O,-5,6%,-15,7%,0%,12%,-3%,9%
Nc1cc[n+](CC(=O)Nc2ccccc2)cc1,-3,-5%,-5,2%,-13%,11%,4%,7%
O=C(O)c1ccc(/C=N/NC(=O)C(O)(c2ccccc2)c2ccccc2)cc1,1,-3%,4,2%,8%,-13%,-1%,-3%
CN(Cc1ccccc1)C(=O)CSc1nc2cc(C(=O)N3CCC(C(N)=O)CC3)ccc2c(=O)n1-c1ccccc1,4,0%,-13,9%,2%,-19%,6%,3%
CCOC(=O)c1cc2c(ccn2C)n1CC(=O)N1CCN(c2ccc(F)cc2)CC1,1,4%,12,-3%,2%,27%,4%,10%
O=C(O)CCCCCCCCCCCc1ccccc1,-5,17%,27,-6%,-1%,28%,u,-11%
CC(=O)Oc1ccc(C(=O)Nc2ccccc2C(=O)Nc2ccc(C(=O)O)cc2)cc1,1,-1%,6,3%,u,-6%,-2%,-15%
O=C(CSC1=NCCN1)Nc1cccc(C(F)(F)F)c1,-11,0%,-65*,-1%,15%,0%,-2%,13%
O=C(CSc1nnc(-c2ccccc2O)n1Cc1ccccc1)NNC(=O)c1ccccc1O,3,-2%,-25,6%,-6%,x,-11%,-21%
CNC(=O)COC(=O)c1cc(=O)[nH]c2ccccc12,-14,-1%,15,1%,-22%,16%,-1%,1%
COc1ccc(N2CCN(C(=O)CCc3c(C)nc4cc(-c5cccc(F)c5)nn4c3C)CC2)cc1,4,x,x,x,11%,7%,x,-11%
O=C(NC1CCCC1)c1n[nH]c2ccccc12,5,-6%,-1,11%,-4%,-11%,-2%,11%
CCCn1nnnc1SCC(=O)c1ccc2c(c1)OCCO2,1,0%,35,2%,15%,22%,4%,27%
O=C(CC1CCCC1)Nc1cccc(Br)c1,-4,3%,0,6%,27%,-1%,-20%,30%
CCCCCNC(=O)c1cn(CC)c2cc(N3CCN(C)CC3)c(F)cc2c1=O,-29,-1%,u,5%,6%,12%,7%,6%
COc1ccc(CNC(=O)CN2C(=O)COc3ccc(S(=O)(=O)N4CCCCC4)cc32)cc1,1&4,-2%,-16,13%,-8%&24%,4%&23%,3%,7%&1%
CC1=NN(C(C#N)c2ccc(F)cc2)C(c2ccccc2)C1 (stereo unspecified),7,6%,0,5%,20%,1%,-4%,28%
CC1(C)CC(=O)C=C(NCc2ccc(Cl)c(Cl)c2)C1,2,5%,4,4%,8%,8%,4%,12%
CC(C)(C)c1ccc(-n2ncc3c2CCCC3NC(=O)c2ccco2)cc1 (stereo unspecified),4,-1%,18,-6%,6%,9%,-1%,-32%[inhibitor]
Cc1ccsc1C(=O)Nc1ccc2c(c1)OCCO2,-1,-9%,-7,4%,-3%,x,-3%,1%
Cc1ccc(CN=Cc2[nH]c3ccc(Br)c(Cl)c3c2O)cc1,-26,11%,-101*,13%,-1%,26%,2%,-20%
C=CCn1c(CCC(O)COCCC)n[nH]c1=S (stereo unspecified),-5,4%,-1,6%,21%,-5%,-6%,-20%
Cc1ccc(Cn2c(C)c3cnn(CC(=O)NCCc4ccc(Cl)cc4)c(=O)c3c2C)cc1,1,x,x,x,6%,-4%,x,7%

More compounds follow:
canonical_smiles	DRD3 agonist	aSyn rescue	D3 antag	EPAC2 agonist	TDP43 rescue	FUS yeast rescue	EPAC2 antag	Abeta yeast res
N=c1c2cn[nH]c2nc(SCC(=O)c2ccc(Br)cc2)n1-c1ccc(Br)cc1	-1	-1%	7	-1%	12%[9.22 µM]	8%	2%	-12%
COc1ccc(-c2nc(SCC(=O)Nc3ccc4c(c3)OCCO4)c(-c3ccccc3)[nH]2)cc1	4	x	x	x	18%	40%	x	6%
O=C(CCC1CCCN(Cc2ccc3c(c2)CCO3)C1)NCc1ccc(F)c(F)c1 (stereo unspecified)	-7	3%	-15	16%	5%	-8%	5%[57.1 µM]	-2%
CCn1c(N2CCN(CC(=O)c3c(C)n(C)c4ccc(OC)cc34)CC2)nc2c1c(=O)[nH]c(=O)n2C	5	-4%	-5	1%	-11%	14%	-13%	-16%
COC(=O)[C@H](Cc1c[nH]c2ccccc12)NC(=O)Cc1c[nH]c2ccccc12	-3	-5%	1	6%	-16%	8%	-13%	3%
NS(=O)(=O)c1ccc(CNC(=O)c2csc3c2CCCC3)cc1	13	2%	-4	12%	-18%	20%	0%	0%
CCCCN(C(=O)C1CC(=O)N(c2ccc(C)cc2)C1)c1c(N)n(CCC)c(=O)[nH]c1=O (stereo unspecified)	-1	2%	13	3%	-23%	12%	10%	-1%
CCN(CC(=O)NCc1cccs1)C(=O)c1ccc(NS(=O)(=O)c2ccc(C(C)=O)cc2)cc1	1	-1%	-2	8%	22%	9%	-2%	19%
CCOC(=O)N1CCN(Cc2nc3cc(NC(C)=O)ccc3n2CC)CC1	5	0%	-3	10%	0%	-3%	7%	-13%
O=S1(=O)CCOC[C@H](Cc2ccccc2)N1Cc1ccc(F)cc1	4	3%	-4	13%	11%	-1%	-3%	-9%
CCC(=O)Nc1ccccc1-c1nc2ccccc2n(CC(=O)c2ccc(C)cc2)c1=O	-4	x	x	x	11%	6%	x	3%
Cc1ccc(C)c(N(CC(=O)NCc2ccco2)C(=O)CNS(=O)(=O)c2ccccc2)c1	1	0%	10	20%	-4%	22%	-7%	9%

One compound at a time, as listed above.
CCn1c(N2CCN(CC(=O)c3c(C)n(C)c4ccc(OC)cc34)CC2)nc2c1c(=O)[nH]c(=O)n2C reads DRD3 agonist = 5; aSyn rescue = -4%; D3 antag = -5; EPAC2 agonist = 1%; TDP43 rescue = -11%; FUS yeast rescue = 14%; EPAC2 antag = -13%; Abeta yeast res = -16%
N=c1c2cn[nH]c2nc(SCC(=O)c2ccc(Br)cc2)n1-c1ccc(Br)cc1 reads DRD3 agonist = -1; aSyn rescue = -1%; D3 antag = 7; EPAC2 agonist = -1%; TDP43 rescue = 12%[9.22 µM]; FUS yeast rescue = 8%; EPAC2 antag = 2%; Abeta yeast res = -12%

Further structures follow:
canonical_smiles	DRD3 agonist	aSyn rescue	D3 antag	EPAC2 agonist	TDP43 rescue	FUS yeast rescue	EPAC2 antag	Abeta yeast res
O=C1c2ccccc2C(Nc2cccnc2)N1Cc1ccccc1 (stereo unspecified)	-2	1%	-17	7%	-5%	-17%	2%	-10%
Cc1ccc(S(=O)(=O)N2CCCCC2)cc1NC(=O)CSc1ncn[nH]1	15	8%	12	9%	-6%[0.397 µM]	24%	-17%	-7%
CCOc1ccc2c(c1)c(C(C)=O)c(C)n2-c1ccccc1	3	-7%	3	8%	20%	4%	3%	-11%
O=C(CCCC(=O)N(c1ccc(F)cc1)C(C(=O)NC1CCCC1)c1ccc(O)cc1)Nc1ccccn1 (stereo unspecified)	-15	-3%	-22	23%	-13%	27%	-17%	0%

This is a subset; count on the stated rates, not on these rows.
